High-throughput results (PubChem)
Growth percent in the NCI-60 one-dose screen (48 h, 10 µM unless noted): 100 = growth as untreated, 0 = no growth, -100 = all killed.
OVCAR-8: OVCAR-8 ovarian cancer. 81,000 tested, 4.4% active
OVCAR-5: OVCAR-5 ovarian cancer. 82,000 tested, 2.9% active
U251: U251 CNS tumor cells; 80,000 tested, 5.4% active
OVCAR-4: OVCAR-4 ovarian cancer cells; 80,000 tested, 3.7% active; AID 1794784
PC-3: PC-3 prostate cancer cells; 80,000 tested, 3.9% active; AID 1794754
DU-145: DU-145 prostate cancer; 81,000 tested, 4.2% active
SK-OV-3: SK-OV-3 ovarian cancer cells; 80,000 tested, 3.2% active
SF-268: SF-268 CNS cancer cells; 82,000 tested, 3.1% active
OVCAR-3: OVCAR-3 ovarian cancer. AID 1794787. 79,000 tested, 7% active
The depositor's hits bear a star; x = no result given; & = joins results of further samples. Rule for the calls: active = growth percent below 10; inactive = the rest.

A first look, 5 compounds:
nr	SMILES	OVCAR-8	OVCAR-5	U251	OVCAR-4	PC-3
1	C#CC(C)(O)[C@@H]1C[C@H](CC(=O)O)C1(C)C (stereo not given in full)	112	102	109	117	105
2	O=C1/C(=C/c2cccc(OCc3ccccc3)c2)Oc2cc(O)ccc21	97	99	94	97	101
3	COc1c2c(c(OC)c3occc13)OC(C)c1sc3nc(C)[nH]c(=O)c3c1-2 (stereo not given)	92	130	98	94	89
4	Clc1ccccc1I	106	87	98	97	106
5	Cc1cccc(CSc2ncnc3nc[nH]c23)n1	109	96	109	106	107

nr	DU-145	SK-OV-3	SF-268	OVCAR-3
1	112	116	105	119
2	101	106	88	97
3	104	91	97	98
4	110	107	103	91
5	118	116	108	147

All compounds of this part, from the start:
nr	SMILES	OVCAR-8	OVCAR-5	U251	OVCAR-4	PC-3
1	C#CC(C)(O)[C@@H]1C[C@H](CC(=O)O)C1(C)C (stereo not given in full)	112	102	109	117	105
2	O=C1/C(=C/c2cccc(OCc3ccccc3)c2)Oc2cc(O)ccc21	97	99	94	97	101
3	COc1c2c(c(OC)c3occc13)OC(C)c1sc3nc(C)[nH]c(=O)c3c1-2 (stereo not given)	92	130	98	94	89
4	Clc1ccccc1I	106	87	98	97	106
5	Cc1cccc(CSc2ncnc3nc[nH]c23)n1	109	96	109	106	107
6	C=C1CC[C@@H]2[C@]3(C)COC(c4ccco4)O[C@@H]3CC[C@@]2(C)[C@@H]1CC(O)C1=CCOC1=O (stereo not given in full)	89	112	94	100	96
7	C=CCN(CC=C)CCO	98	104	96	103	89
8	CC(=O)CC(c1cccs1)c1c(C)[nH]c2ccccc12 (stereo not given)	97	92	99	114	92
9	Cc1ccc(/C=C(\C#N)c2cc3ccccc3[nH]2)o1	104	106	101	91	87
10	CC12CC[C@@H]3[C@]4(C)COC(c5cn[nH]c5-c5ccc(Cl)cc5)O[C@@H]4CC[C@@]3(C)[C@@H]1CC(C1=CCOC1=O)O2 (stereo not given in full)	56	62	50	40	19
11	COc1ccc2c(c1)CN1C(=S)N([C@H](C)c3ccccc3)C(=O)C1=N2	53	100	57	66	80
12	CC/C(=C(/c1ccc(Cl)cc1)c1ccc(OCCN(CC)CC)cc1)c1ccc(Cl)cc1	78	76	52	74	66
13	O=C(CSc1nc2ccccc2c(=O)n1-c1ccccc1)N/N=C/c1ccc(N2CCCCC2)cc1	97	101	91	99	81
14	CCN(CC)CCCC(C)Nc1cc(OC)cc2cccnc12 (stereo not given)	104	108	102	95	92
15	Clc1ccc2nc(CBr)cnc2c1	109	99	110	113	95

nr	DU-145	SK-OV-3	SF-268	OVCAR-3
1	112	116	105	119
2	101	106	88	97
3	104	91	97	98
4	110	107	103	91
5	118	116	108	147
6	105	116	100	102
7	103	101	99	104
8	109	113	97	114
9	106	94	95	105
10	62	55	60	43
11	85	97	90	83
12	81	89	83	72
13	105	106	95	115
14	119	93	105	111
15	115	100	114	122

(continued)
nr	SMILES	OVCAR-8	OVCAR-5	U251	OVCAR-4	PC-3
16	O=C(Nc1ccccc1)Nc1nc2ccc([N+](=O)[O-])cc2s1	12	12	6.4*	-4.5*	4.0*
17	COC(=O)/C=C/NC(=O)c1ccccc1C(=O)OC	97	97	95	89	93
18	CSc1nc2nc(-c3cc4ccccc4[nH]c3=O)[nH]c2c(=O)[nH]1	98	99	98	98	93
19	CCN(CC)CCNc1nc(Cl)nc(NCCN(CC)CC)n1	100	102	94	100	85
20	O=C(O)c1ccccc1S(=O)(=O)O	110	118	115	106	96
21	COC(=O)c1nnn(-c2nonc2N)c1-c1ccc2c(c1)OCO2	109	109	100	106	103
22	COc1ccc(CNC(=O)CSc2nc3ccccc3c(=O)n2CCc2ccc(S(N)(=O)=O)cc2)cc1	80	104	107	96	100
23	C=C(C)[C@@H]1CC[C@]2(C#N)CC[C@]3(C)[C@H](CC[C@@H]4[C@@]5(C)CCC(=O)NC(C)(C)[C@@H]5CC[C@]43C)[C@@H]12	95	110	91	97	80
24	N=C(N)SCc1ccccc1	90&109&115	111&112&103	106&92	85&109&109	106&84&101
25	COCCOC(=O)c1ccc2nc([C@@H](C)[C@H]3CC[C@H]4[C@@H]5CCC6=CC(=O)CC[C@]6(C)[C@H]5CC[C@]34C)[nH]c2c1	90	86	73	68	67
26	CNCCNc1nc2ccccc2c2c(=O)c3cccc(OC)c3sc12	24	47	-45*	23	26
27	COc1ccc(N=Cc2ccccc2O)cc1	96	138	100	100	74
28	COc1ccc2c(c1)sc1nc3nc4n(c(=N)c3c(=N)n12)-c1ccccc1Sc1ccccc1-4	87	114	109	71	77
29	CCOCC(=O)NC(Cc1ccccc1)C(=O)O (stereo not given)	106	112	102	115	100
30	CC1(C)CC(=O)C2=C(C1)OC(C(=O)c1ccc(N=[N+]=[N-])cc1)C2c1cccc(Oc2ccccc2)c1 (stereo not given)	106	103	108	111	105

nr	DU-145	SK-OV-3	SF-268	OVCAR-3
16	15	-7.6*	13	4.1*
17	103	104	109	100
18	111	97	109	115
19	104	76	103	111
20	135	112	116	133
21	110	97	104	113
22	105	121	89	116
23	104	87	96	103
24	105&111&110	87&102&106	101&109&101	107&114&110
25	91	91	97	91
26	13	x	38	29
27	112	98	89	118
28	102	98	96	90
29	106	97	107	116
30	107	111	102	111

Continuation:
nr	SMILES	OVCAR-8	OVCAR-5	U251	OVCAR-4	PC-3
31	COc1ccc([C@@H]2c3[nH]c4ccccc4c3C[C@H]3C(=O)N(C4CCN(Cc5ccccc5)CC4)CC(=O)N23)c(OC)c1	90	102	77	85	57
32	O=C(COc1cccc(/C=C2\Cc3ccc(Cl)cc3C2=O)c1)Nc1nccs1	x	102	97	82	88
33	Cc1cc(Cl)cc2c1OCOC2	109	106	100	112	98
34	CCN(CC)c1ccc(/C=N\NC(=O)N/N=C/c2ccc(N(CC)CC)cc2)cc1	95	115	97	97	87
35	Cc1ccc2c(c1)/C(=N/c1nc(-c3ccc(Br)cc3)cs1)C(=O)N2	98	102	94	106	75
36	Nc1ccccc1C1(c2ccccc2)N=C(c2ccccc2)C2C=CC=CC2N1 (stereo not given)	101	94	x	89	81
37	COc1ccc2c(c1)C(=O)c1c-2c(OCCN(C)C)nc2ccccc12	14	63	21	44	47
38	COc1ccc(C(=O)/C=C/c2cccc([N+](=O)[O-])c2)c(OC)c1	18	42	-16*	27	33
39	CCOC(=O)CC[C@H](NC(=O)c1ccc(NC(=O)Cn2c(C)nc3c(c(SC)nn3-c3ccc(Br)cc3)c2=O)cc1)C(=O)OCC	89	118	56	99	119
40	COC(=O)[C@]12CC[C@@H](C)[C@H](C)[C@@H]1C1=CC[C@@H]3[C@@]4(C)C(C=O)=C[C@@](C)(CO)[C@@H]4C(=O)C[C@@]3(C)[C@]1(C)CC2	56	84	44	35	23
41	COc1ccc2nc3nc4ccc[nH]c4cc3c2c1	97	115	95	92	93
42	CCCCCCCCCCC(C[N+](C)(C)C/C=C/c1ccccc1)C(O)c1ccccc1 (stereo not given)	21	43	-94*	8.8*	-30*
43	O=C1CC2CCCCC2O1 (stereo not given)	107	95	98	111	111
44	CCOC(=O)/C(=C/c1ccc(OC)c(OC)c1)P(=O)(OCC)OCC	87	96	99	92	96
45	O=C(NCc1ccccc1)c1cccc(N=Cc2c(O)ccc3ccccc23)c1	93	110	91	88	93

nr	DU-145	SK-OV-3	SF-268	OVCAR-3
31	92	100	73	94
32	108	96	108	90
33	103	98	99	102
34	105	106	95	93
35	105	85	92	107
36	103	111	94	110
37	27	61	27	30
38	25	77	25	19
39	93	99	84	126
40	64	88	51	41
41	88	89	84	92
42	1.2*	53	-0.5*	-51*
43	110	108	109	115
44	106	106	112	118
45	92	80	77	80

More results
nr	SMILES	OVCAR-8	OVCAR-5	U251	OVCAR-4	PC-3
46	Clc1ccc(C2=Nn3c(N/N=C/c4ccc(OCc5ccccc5)cc4)nnc3SC2)cc1	92	114	80	105	58
47	CCOC(=O)CSc1nnc(-c2cc3c([nH]c4ccccc43)c(-c3cccc(O)c3)n2)n1-c1ccc(Br)cc1	79	97	88	104	86
48	O=C(O)COC1CC(=O)N2c3ccccc3C34CCN5C(=O)C(=O)C(CC53)C1C24 (stereo not given)	114	93	104	126	95
49	O=C(/C=C/c1cn(-c2ccccc2)nc1-c1ccc(Br)cc1)NNC(=O)Nc1ccc(Br)cc1	102	101	92	91	94
50	CCCCc1nnc(NS(=O)(=O)c2ccc(C)cc2)s1	113	120	116	97	102
51	COc1ccc(-c2csc(C3=C(O)CN(C(C)C)C3=N)n2)cc1OC	91	97	98	117	35
52	Cc1cccc(N2CCN(C(=S)Cc3ccccc3)CC2)c1	104	102	98	120	83
53	c1cn2cc(-c3ccc4ncn(C5CCCCC5)c4c3)nc(-c3ccc4ncn(C5CCCCC5)c4c3)c2n1	40	93	31	77	36
54	CN(CSc1ccccc1)c1ccc(CSc2ccccc2)cc1	117	104	76	72	87
55	COc1ccc(-c2cc(C#N)c(/N=C\NNC(=O)c3cccnc3)o2)cc1	104	105	102	102	108
56	COc1ccc(/C=C2\COc3ccc(O)cc3C2=O)cc1	95	102	85	104	95
57	Cc1nc2n(n1)C1(C)CCCC(=O)N1c1ccccc1-2 (stereo not given)	101	104	104	103	101
58	CC(=O)O[C@H]1CC[C@@]2(C)[C@@H](CC[C@@H]3[C@@H]2CC[C@@]2(C)[C@H]3CC[C@]2(O)C(C)=O)C1	109	98	94	102	96
59	CC(=O)CC(=O)NC(C)(C)C	102	101	96	112	97
60	NC(=O)c1cccc(-n2ccc3cc(NC(=O)c4ccccc4)ccc32)n1	47	81	30	92	42

nr	DU-145	SK-OV-3	SF-268	OVCAR-3
46	105	103	102	109
47	65	104	102	93
48	122	113	103	129
49	104	98	99	106
50	112	101	107	106
51	108	124	117	117
52	106	113	92	102
53	54	85	58	60
54	106	x	80	104
55	106	116	100	116
56	111	128	99	114
57	106	94	101	111
58	115	103	106	108
59	106	96	101	110
60	43	120	71	107

Continuation:
nr	SMILES	OVCAR-8	OVCAR-5	U251	OVCAR-4	PC-3
61	CCCCOc1nc2ccc(Cl)cc2cc1/C=C/C(=O)/C=C1/CC(c2cc3cc(Cl)ccc3nc2OCCCC)Nc2ccccc2N1 (stereo not given)	101	94	96	101	92
62	O=C1OCC2=C1C(c1cccc(F)c1)c1cc3c(cc1N2CCO)CCC3 (stereo not given)	14	36	14	49	24
63	Cc1ccc(S(=O)(=O)Nc2ccc(Cl)cc2)cc1	102	97	96	90	87
64	C[C@@]1(O)CCCC[C@H]1O	107	109	100	109	102
65	CCOC(=O)CC1CSC(N/N=C(/C)c2cccc(C(F)(F)F)c2)=N1 (stereo not given)	102	105	98	94	98
66	CC/C(C)=N\NC(N)=S	x	93	x	69	80
67	[O-][n+]1nc(Cl)ccc1Cl	104	107	100	97	92
68	CCOC(=O)COc1c(C)cc(SSc2cc(C)c(OCC(=O)OCC)c(C)c2)cc1C	102	128	75	93	65
69	N#Cc1c(-c2ccccc2)nc2c(c(-c3ccc(Cl)cc3)nn2-c2ccccc2)c1-c1ccc(O)cc1	108	103	105	110	102
70	O=c1c2ccccc2nc(N/N=C/c2ccc(N3CCOCC3)cc2)n1-c1ccccc1	104	104	104	104	103
71	CCOC(=O)c1ccc(NC(=O)C2(N3C(=O)c4ccccc4C3=O)CCCC2)cc1	98	102	102	105	104
72	CCc1cccc2c3c(sc12)C(c1ccc(Cl)cc1)C(C#N)=C(N)O3 (stereo not given)	29	25	25	75	7.2*
73	Cc1ccccc1NC1CC(=O)N(c2ccc(Cl)cc2Cl)C1=O (stereo not given)	103	107	100	98	97
74	CC(=O)C1=C(C)NC(NNc2ccccc2)=NC1c1cccc([N+](=O)[O-])c1 (stereo not given)	89	82	93	88	81
75	COc1ccc(NC(=O)CN2CCN(c3cc(=O)n(-c4ccccc4)c4ccccc34)CC2)cc1	92	99	98	64	84

nr	DU-145	SK-OV-3	SF-268	OVCAR-3
61	103	86	98	102
62	2.4*	33	23	-25*
63	118	112	107	115
64	105	107	99	111
65	102	96	100	105
66	89	122	88	49
67	107	128	102	109
68	108	106	99	107
69	106	114	98	124
70	112	111	104	120
71	111	113	96	114
72	19	58	54	2.2*
73	103	108	99	x
74	100	96	88	124
75	95	109	91	99

Continued:
nr	SMILES	OVCAR-8	OVCAR-5	U251	OVCAR-4	PC-3
76	CCN(CC)CCCc1ccccc1	89	112	92	106	91
77	COc1cc2cc(Oc3cccc(NC(=O)Nc4cc(C(F)(F)F)cc(C(F)(F)F)c4)c3)c(C)nc2cc1OC	14	15	-27*	28	6.8*
78	CCSc1nc(=S)cc(C)[nH]1	109	105	105	102	101
79	CC(=O)O[C@H]1CC[C@]2(C)[C@H]3CC=C4[C@@H]5CC(C)(C)CC[C@]5(C(=O)N5CCN(CCC#N)CC5)CC[C@@]4(C)[C@]3(C)CC[C@H]2C1(C)C	30	71	12	-44*	20
80	Fc1cccc(/C=N/Nc2nc(N/N=C/c3cccc(F)c3)nc(N3CCCCC3)n2)c1	85	108	95	86	69
81	Cc1ccc(S(=O)(=O)n2cc(/C=N/NC(=O)c3ccc(S(N)(=O)=O)cc3)c3ccccc32)cc1	89	104	90	91	77
82	COc1cc(C(=O)/C=C/c2cn(Cc3ccc(Cl)cc3)c3ccccc23)cc(OC)c1OC	85	88	95	74	63
83	COc1cc(OC)c(OC)cc1CNNc1ncnc2ccccc12	106	106	107	107	91

nr	DU-145	SK-OV-3	SF-268	OVCAR-3
76	109	97	105	108
77	20	-1.0*	15	1.7*
78	110	104	97	108
79	58	61	52	-9.2*
80	97	115	100	89
81	100	102	89	x
82	94	88	81	89
83	106	104	99	104
